miR-122 sensor – blocks miR-122 activity in Huh7 sensor cells; Huh7 miR-122 Renilla luciferase sensor, 48 h; neutral wells = 0, positive control = 100; activation (reporter increase), % at 12.5 µM; 0.3% of 340,000 active; AID 602342;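 active = mean replicate activation score at least 90 and every replicate individually at or above 90; inconclusive = only one of the two criteria met; inactive = neither criterion met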;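 also: higher luciferase means less miR-122 activity so hits act as miR-122 inhibitors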
ERp5 block – blocks human ERp5 reductase activity on insulin; 0.05% of 350,000 active; ERp5 insulin aggregation, absorbance 650 nm, 90 min; Q15084; inhibition, % at 9.99 µM;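 active = mean replicate inhibition above about 25%, with every replicate also reaching it, limit read from the data, passing the limit was not always enough; inconclusive = only one of those two criteria met; inactive = neither criterion met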
Target sequence (Q15084 whole entry, looked up): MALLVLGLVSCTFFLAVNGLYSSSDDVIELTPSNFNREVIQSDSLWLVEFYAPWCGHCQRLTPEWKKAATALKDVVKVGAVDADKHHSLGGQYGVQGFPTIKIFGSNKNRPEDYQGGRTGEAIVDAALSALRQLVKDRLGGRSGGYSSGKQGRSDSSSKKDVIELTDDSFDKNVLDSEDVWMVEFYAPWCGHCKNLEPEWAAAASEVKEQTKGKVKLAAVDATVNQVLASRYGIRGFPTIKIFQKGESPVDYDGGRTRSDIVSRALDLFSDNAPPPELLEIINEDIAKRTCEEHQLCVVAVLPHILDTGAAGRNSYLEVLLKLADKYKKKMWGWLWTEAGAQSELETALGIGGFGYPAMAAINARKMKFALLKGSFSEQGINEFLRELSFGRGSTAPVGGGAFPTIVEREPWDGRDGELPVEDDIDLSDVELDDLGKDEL
ERAP1 HTS inh – inhibitors of human ERAP1 aminopeptidase | recombinant ERAP1, Leu-AMC fluorescence, 60 min | 0.15% of 340,000 active | Q9NZ08 | inhibition, % at 10.7 µM;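 active = mean replicate inhibition of at least 30%, or all replicates individually reaching that 30% level; inactive = mean below 30% and not every replicate reaching it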;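 also: 0% = neutral control wells and 100% = L-leucinethiol positive control wells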
Casp6 inh – caspase-6 (human) enzyme inhibition | inhibition, % at 12.5 µM | P55212 | 0.53% of 350,000 active | purified caspase-6, Z-VEID-R110 cleavage fluorescence;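 active = mean inhibition across replicates at least about 35%, with every replicate also reaching that limit, limit read from the data; inconclusive = only one of the two criteria met; inactive = neither criterion met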;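 also: 0% = median of neutral control wells and 100% = no fluorescence left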
Target sequence (P55212 24-179 limits assumed): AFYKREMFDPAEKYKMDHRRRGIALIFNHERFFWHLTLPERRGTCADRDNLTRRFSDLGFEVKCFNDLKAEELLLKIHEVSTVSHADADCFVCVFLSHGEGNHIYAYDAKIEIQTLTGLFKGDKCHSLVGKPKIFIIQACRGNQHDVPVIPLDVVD
Target sequence (P55212 194-293 limits assumed): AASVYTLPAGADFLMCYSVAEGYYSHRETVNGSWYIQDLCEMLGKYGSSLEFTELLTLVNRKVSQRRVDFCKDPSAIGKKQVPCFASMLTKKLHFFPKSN
SIRT5 block – blocks human SIRT5 desuccinylation of peptide; Q9NXA8; Purified SirT5, succinyl-peptide AMC, trypsin-coupled fluorescence; inhibition, % at 15 µM; 1.1% of 330,000 active; AID 652115; in the data active = inhibition above about 15%; inconclusive = no clear call, values can overlap the other calls
Target sequence (Q9NXA8 whole entry, looked up): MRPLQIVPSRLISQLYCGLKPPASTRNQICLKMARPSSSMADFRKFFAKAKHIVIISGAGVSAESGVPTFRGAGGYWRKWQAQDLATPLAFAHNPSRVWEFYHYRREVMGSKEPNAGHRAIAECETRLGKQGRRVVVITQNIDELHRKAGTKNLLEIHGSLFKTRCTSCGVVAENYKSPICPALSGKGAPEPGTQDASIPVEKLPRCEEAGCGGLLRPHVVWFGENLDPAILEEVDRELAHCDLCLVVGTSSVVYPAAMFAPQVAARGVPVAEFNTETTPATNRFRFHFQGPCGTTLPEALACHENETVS
DENV2 CPE rescue – protects cells from dengue virus 2 cytopathic effect; DENV2-infected cells, cytopathic effect rescue, plate reader; AID 651640; 1.7% of 350,000 active; CPE inhibition, % at 9.99 µM; in the data active = CPE inhibition above about 20%, passing the limit was not always enough; inconclusive = no clear call, values can overlap the other calls; tested in BHK-21 cells;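 also: 0% = median of neutral control wells and 100% = median of positive control wells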
F508del corr – correctors of CFTR F508del function in bronchial epithelial cells; activity (quench increase), % at 7.58 µM; CFBE cells, YFP halide quenching; stimulated with forskolin plus potentiator P3; % fluorescence drop versus neutral controls; 0.36% of 350,000 active;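 active = mean added fluorescence quench of at least 8% versus neutral control, with both replicates also reaching 8%; inconclusive = only one of the mean or replicate conditions met; inactive = mean below 8% and not both replicates reaching 8%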;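 also: cells transiently co-express mutant CFTR-F508del with the halide-sensitive YFP; corrector assay measuring rescue of mutant channel to the surface after 24 h compound exposure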
Active calls of the source: *; ? = inconclusive; / = no result given; & = joins results of further samples; [ ] = remark or other dose.

1. CO[C@H]1CN(C)C(=O)c2ccc(NC(=O)C3CC3)cc2OC[C@@H](C)N(CCc2ccccc2)C[C@H]1C
2. Cc1ccc(-c2cnc(NC(=O)c3cccc(Br)c3)s2)c(C)c1
3. CC(C)C(NC(=O)c1ccc(C(C)(C)C)cc1)C(=O)Nc1cccc(S(N)(=O)=O)c1 (configuration not stated)
4. COc1ccc(N2CCN(c3ncnc4c3cnn4-c3ccc(C)cc3C)CC2)cc1
5. COc1ccccc1-n1ccnc(SCC(=O)NCCc2ccccc2)c1=O
6. CC(CC(=O)NC1CCCCC1)S(=O)(=O)c1ccc2c(c1)CCN2C(=O)C1CC1 (configuration not stated)

compound no. | 1 | 2 | 3 | 4 | 5 | 6
SIRT5 block | 5 | -3 | 0 | 0 | -1 | 0
Casp6 inh | 1 | -3 | 2 | -2 | 1 | -1
DENV2 CPE rescue | -2 | / | 3 | -4 | 4 | 6
F508del corr | 2.6 | -0.8 | 1.8 | 0.4 | 2.6 | 0.0
miR-122 sensor | 3[16.7 µM] | -7 | -4 | 13 | / | /
ERp5 block | 4 | 2 | 0 | 8 | 4 | 1
ERAP1 HTS inh | -3 | -1 | -3 | 4 | 5 | 2

7. CO[C@@H]1CN(C)C(=O)c2cc(NC(C)=O)ccc2OC[C@@H](C)N(Cc2ccccc2F)C[C@@H]1C
8. Cc1noc(C)c1NC(=O)N(C)C[C@H]1OCCCC[C@@H](C)Oc2ccc(NS(=O)(=O)c3ccc(Cl)cc3)cc2C(=O)N([C@@H](C)CO)C[C@H]1C
9. O=C(COC(=O)CNC(=O)c1ccccc1)NCc1ccc2c(c1)OCO2
10. C=CCOc1ccc(CN(C)C(=O)c2ccc(CNS(=O)(=O)c3ccc(C)c(C)c3)cc2)cc1
11. Cc1cccc(C)c1OC(=O)CN1C(=O)c2ccccc2C1=O
12. COc1ccccc1NC(=S)NC(=O)C(C)(C)C

compound no. | 7 | 8 | 9 | 10 | 11 | 12
SIRT5 block | 2 | 3 | 1 | 1 | -4 | 1
Casp6 inh | 0 | 0 | 2 | -3 | -2 | 3
DENV2 CPE rescue | -3 | ? | 13 | 12 | 4 | -2
F508del corr | 5.1 | 1.8 | 4.0 | 3.6 | 1.3 | -1.3
miR-122 sensor | 1[16.7 µM] | 4[16.7 µM] | -1 | 10 | 1 | 1
ERp5 block | -5 | -6 | 3 | 1 | 0 | -2
ERAP1 HTS inh | 0 | -4 | 1 | 1 | 1 | -4

13. Clc1ccc(CNCCC2=CCCCC2)cc1
14. COc1ccccc1-c1ccc2n(c1=O)C[C@@H]1[C@@H](CO)[C@H](C(=O)NC3CCC3)N(C(=O)NC(C)C)[C@H]21
15. Nc1nc(Nc2ccccc2)nc(N2CCCC2)c1[N+](=O)[O-]
16. c1nc(NCc2ccc3c(c2)OCO3)c2cc(-c3ccc4c(c3)OCCO4)ccc2n1
17. Cc1ccccc1OCC(=O)NS(=O)(=O)c1ccc(Cl)cc1
18. C#CCNCCS(=O)(=O)N(Cc1ccc(Br)cc1)[C@@H](C)C(=O)O

compound no. | 13 | 14 | 15 | 16 | 17 | 18
SIRT5 block | -2 | -13 | 2 | 3 | 1 | -3
Casp6 inh | -3 | 3 | 0 | 1 | 0 | 8
DENV2 CPE rescue | / | ? | 9 | -12 | 3 | 3
F508del corr | 1.9 | -0.8 | -0.9 | -4.1 | -3.6 | -1.0
miR-122 sensor | / | 3[16.7 µM] | 5 | / | 0 | 1
ERp5 block | 1 | 4 | -1 | 4 | -5 | 3
ERAP1 HTS inh | 3 | 0 | 2 | 3 | -2 | 3

19. Cc1cc(SCC(=O)N/N=C/c2ccc(C(=O)O)cc2)nc2ccccc12
20. COc1ccc(-c2cc3nc(-c4ccccc4)cc(N4CCN(C(=O)c5ccoc5)CC4)n3n2)cc1
21. C=CCNC(=S)NNC(=O)Cn1c(-c2ccccc2)cc(=O)n2ncnc12
22. COCCC(=O)N1CCC(Oc2ccc(C(=O)NCc3ccon3)cc2)CC1
23. Cc1ccc(-c2cc(C(=O)NCCCN3CCOCC3)c3ccc(Cl)c(C)c3n2)cc1
24. Cc1ccc(S(=O)(=O)Nc2ccc3c(c2)C(=O)N([C@@H](C)CO)C[C@@H](C)[C@H](CN(C)C(=O)Cc2ccccc2)OCCCC[C@H](C)O3)cc1

compound no. | 19 | 20 | 21 | 22 | 23 | 24
SIRT5 block | -4 | -4 | -4 | -4 | 1 | 1
Casp6 inh | / | -4 | 1 | -3 | -3 | -2
DENV2 CPE rescue | 0 | 2 | 3 | -7 | ? | 2
F508del corr | -1.0 | 0.4 | 2.4 | -0.5 | 0.9 | -1.1
miR-122 sensor | / | -10 | -34 | 6 | -7 | -2[16.7 µM]
ERp5 block | 3 | 4 | -1 | 5 | 5 | 6
ERAP1 HTS inh | -19 | 6 | -2 | -3 | 3 | -2

25. O=C(O)c1ccccc1
26. CC(C)NC(=O)c1ccc(-n2c(=S)[nH]c3ccccc3c2=O)cc1
27. CC(C)Oc1cccc(C(=O)C2CCCN(C(=O)c3noc4c3CCCC4)C2)c1 (configuration not stated)
28. O=C(NCCN1CCOCC1)C(=O)NCC1OCCN1S(=O)(=O)c1ccccc1 (configuration not stated)
29. O=C(C1CCCN(Cc2ccccc2F)C1)N1CCCCC1 (configuration not stated)
30. C[C@H]1CN([C@@H](C)CO)C(=O)CCCn2nncc2CO[C@@H]1CN(C)Cc1ccccc1

compound no. | 25 | 26 | 27 | 28 | 29 | 30
SIRT5 block | -1 | 0 | -1 | -3 | -2 | 1&-2
Casp6 inh | -2 | 1 | 1 | -9 | -3 | -8&-1
DENV2 CPE rescue | 110* | 0 | 0 | 9 | -1 | 17&4
F508del corr | 0.1 | 4.4 | -0.4 | -2.9 | 2.7 | -1.5&-2.2
miR-122 sensor | -1 | / | / | 1 | -2 | -1
ERp5 block | -1 | -1 | 4 | -2 | 4 | -9&-4
ERAP1 HTS inh | -2 | -1 | 3 | -1 | -1 | 6&-3

Reformatted: 5 of the compounds above.
No.	structure	SIRT5 block	Casp6 inh	DENV2 CPE rescue	F508del corr	miR-122 sensor	ERp5 block	ERAP1 HTS inh
11	Cc1cccc(C)c1OC(=O)CN1C(=O)c2ccccc2C1=O	-4	-2	4	1.3	1	0	1
12	COc1ccccc1NC(=S)NC(=O)C(C)(C)C	1	3	-2	-1.3	1	-2	-4
13	Clc1ccc(CNCCC2=CCCCC2)cc1	-2	-3	/	1.9	/	1	3
14	COc1ccccc1-c1ccc2n(c1=O)C[C@@H]1[C@@H](CO)[C@H](C(=O)NC3CCC3)N(C(=O)NC(C)C)[C@H]21	-13	3	?	-0.8	3[16.7 µM]	4	0
15	Nc1nc(Nc2ccccc2)nc(N2CCCC2)c1[N+](=O)[O-]	2	0	9	-0.9	5	-1	2

Next results
31. O=C(COC(=O)c1ccc(S(=O)(=O)NCc2ccco2)cc1)NCc1ccc(F)cc1
32. COc1ccc(C(C)(O)c2nc(-c3ccncc3)cs2)cc1 (configuration not stated)
33. COCC#Cc1cnc2c(c1)C(=O)N([C@@H](C)CO)C[C@H](C)[C@@H](CN(C)C(=O)Cc1ccncc1)O2
34. CCCNC(=O)C[C@@H]1CC[C@H]2[C@@H](COC[C@H](O)CN2CC2CCCCC2)O1
35. COc1ccc(C(=O)COC(=O)c2ccccc2O)c(OC)c1
36. Cc1cn(-c2ccc(Br)cc2)[nH]c1=O

compound no. | 31 | 32 | 33 | 34 | 35 | 36
SIRT5 block | 1 | / | 2 | -3 | 1 | -4
Casp6 inh | 7 | 2 | 2 | 3 | -2 | -3
DENV2 CPE rescue | 1 | -5 | -8 | -1 | 4 | 5
F508del corr | -3.1 | 1.5 | -1.6 | 0.9 | -1.4 | -1.3
miR-122 sensor | / | 19 | 0[16.7 µM] | -1[16.7 µM] | 5 | 4
ERp5 block | -7 | 6 | -1 | 3 | 8 | -3
ERAP1 HTS inh | 3 | 3 | 0 | 1 | -4 | 0

37. Cn1cccc1Cc1nnc(SCC(=O)N2CCCc3ccccc32)n1-c1ccc(F)cc1
38. COc1ccc(-c2n[nH]c(=S)n2N)c(OC)c1
39. C[C@@H]1CN([C@@H](C)CO)C(=O)c2cc(NC(=O)Nc3ccc(C(F)(F)F)cc3)ccc2O[C@@H](C)CCCCO[C@@H]1CN(C)Cc1ccccc1
40. O=C(C[C@@H]1C[C@@H]2c3cc(NC(=O)Nc4ccccc4F)ccc3O[C@@H]2[C@H](CO)O1)NCc1ccc(Oc2ccccc2)cc1
41. CC(=O)Oc1cccc(NC(=O)c2cccc(C(=O)Nc3cccc(OC(C)=O)c3)c2)c1
42. Cc1noc(C)c1NC(=O)N(C)C[C@H]1Oc2ccc(NS(=O)(=O)c3cccs3)cc2CC(=O)N([C@H](C)CO)C[C@@H]1C

compound no. | 37 | 38 | 39 | 40 | 41 | 42
SIRT5 block | / | -2 | 3 | 0 | / | /
Casp6 inh | 5 | 0 | -3 | -4 | 0 | /
DENV2 CPE rescue | -2 | 3 | 127* | 0 | -2 | ?
F508del corr | -2.0 | 1.7 | 4.8 | -0.5 | 1.4 | 0.5
miR-122 sensor | -1 | / | 8[16.7 µM] | 0[16.7 µM] | -2 | -2[16.7 µM]
ERp5 block | -2 | 6 | -4 | 4 | 2 | /
ERAP1 HTS inh | 0 | 12 | -2 | 2 | -1 | /

43. COc1cc(Cl)c(C)cc1NC(=O)c1ccccc1NC(=O)CN1CCN(c2ccccn2)CC1
44. CN1CCN(C(=O)C[C@@H]2C[C@H]3c4cc(NC(=O)Nc5ccccc5F)ccc4O[C@H]3[C@H](CO)O2)CC1
45. Cn1c(=O)n(C)c2cc([N+](=O)[O-])c(N3CCN(C(=O)c4ccc(F)cc4)CC3)cc21
46. Cc1ccc(S(=O)(=O)N(C)C[C@@H]2Oc3ccc(NC(=O)C4CC4)cc3C(=O)N([C@H](C)CO)C[C@H]2C)cc1
47. CCS(=O)(=O)Nc1ccc2c(c1)C(=O)N(C)[C@H]1CC[C@H](CC(=O)N3CCN(C)CC3)O[C@@H]1CO2
48. CCCCn1nnc(NC(=S)NC(=O)c2cccs2)n1

compound no. | 43 | 44 | 45 | 46 | 47 | 48
SIRT5 block | -2 | / | -1 | -5 | 2 | 21*
Casp6 inh | 1 | / | -3 | 0 | 0 | 2
DENV2 CPE rescue | 8 | 1 | -2 | 14 | 5 | -5
F508del corr | 1.7 | -1.2 | 0.0 | 0.9 | 0.1 | /
miR-122 sensor | 2 | 7[16.7 µM] | / | -5[16.7 µM] | -2[16.7 µM] | -4
ERp5 block | -6 | / | -1 | -4 | 0 | 5
ERAP1 HTS inh | 3 | / | 3 | 0 | 3 | -4

49. Cc1cc2oc(C(=O)Nc3ccc(S(=O)(=O)Nc4ncccn4)cc3)cc(=O)c2cc1Cl
50. COc1ccc(-c2ccc3n(c2=O)C[C@@H]2[C@@H](CO)[C@H](C(=O)N(C)C)N(CC4CCOCC4)[C@H]32)cc1
51. C[C@@H]1CCCCO[C@H](CN(C)S(=O)(=O)c2cn(C)cn2)[C@@H](C)CN([C@H](C)CO)C(=O)c2cc(NC(=O)Nc3ccccc3)ccc2O1
52. CNc1c([N+](=O)[O-])cnn1-c1ccccc1F
53. O=C(Cc1ccc(Cl)cc1)N/N=C/c1cccs1
54. Cc1ccc(S(=O)(=O)Nc2ncnc3ccccc23)cc1
55. CC1CCCN(C(=O)CSc2cnc3ccccc3n2)C1 (configuration not stated)
56. COc1ccccc1NC(=O)NCCCN1CCN(c2cccc(Cl)c2)CC1

compound no. | 49 | 50 | 51 | 52 | 53 | 54 | 55 | 56
SIRT5 block | -1 | -14 | 0 | 3 | -2 | 1 | 0 | -1
Casp6 inh | 1 | 5 | 4 | 2 | 0 | 0 | 0 | 0
DENV2 CPE rescue | -5 | -6 | -15 | 5 | -3 | -5 | -8 | -4
F508del corr | -0.1 | 0.1 | 2.9 | -2.6 | -1.4 | -2.8 | 0.7 | 1.5
miR-122 sensor | -3 | 4[16.7 µM] | 12[16.7 µM] | -10 | 4 | 8 | -3 | /
ERp5 block | 1 | 7 | 0 | 0 | 1 | 0 | -5 | -2
ERAP1 HTS inh | 1 | -2 | 2 | 8 | 0 | -2 | 3 | 4

Source: PubChem (Broad Institute)
